High-throughput results deposited in PubChem by NCI.
NCI-60 one-dose screen, 48 h, at 10 µM unless noted. Numbers give growth in % (100 = growth as untreated, 0 = no growth, -100 = all killed).
RXF 393 = RXF 393 renal cancer cells; 6.9% of 77,000 active
OVCAR-8 = OVCAR-8 ovarian cancer. 4.4% of 81,000 active
CAKI-1 = CAKI-1 renal cancer; 4.7% of 75,000 active
OVCAR-4 = OVCAR-4 ovarian cancer cells; 3.7% of 80,000 active
OVCAR-3 = OVCAR-3 ovarian cancer; AID 1794787; 7% of 79,000 active
ACHN = ACHN renal cancer | 4.9% of 81,000 active
A498 = A498 renal cancer cells. 5.4% of 76,000 active
OVCAR-5 = OVCAR-5 ovarian cancer. 2.9% of 82,000 active
Starred values were filed as active, the others as inactive; · = not tested or not shown; & = joins results of further samples; ! = repeats disagree; [ ] = dose if it differs, or a comment. Rule for the calls: active = growth percent below 10; inactive = the rest.

Start of the data: the first 3 entries (preview)
compound	RXF 393	OVCAR-8	CAKI-1	OVCAR-4	OVCAR-3	ACHN	A498	OVCAR-5
Cc1cccc(C)c1NC(=O)CN1CCCC1=O	113	107	97	112	120	116	93	115
CCC(=O)O[C@H]1CC[C@H]2[C@@H]3CC[C@H]4CC(=O)C=C[C@]4(C)[C@H]3CC[C@]12C	91	91	102	96	105	98	111	132
O=C1NC(=S)NC(=O)C1=Cc1ccccc1	115	110	95	114	121	100	·	100

The whole of this part, from the first entry:
compound	RXF 393	OVCAR-8	CAKI-1	OVCAR-4	OVCAR-3	ACHN	A498	OVCAR-5
Cc1cccc(C)c1NC(=O)CN1CCCC1=O	113	107	97	112	120	116	93	115
CCC(=O)O[C@H]1CC[C@H]2[C@@H]3CC[C@H]4CC(=O)C=C[C@]4(C)[C@H]3CC[C@]12C	91	91	102	96	105	98	111	132
O=C1NC(=S)NC(=O)C1=Cc1ccccc1	115	110	95	114	121	100	·	100
OC12C[C@@H](C3CO[C@@H]1O3)n1c(nc3ccccc31)N2	110	101	91	107	109	96	82	96
CC(CC(C#N)(c1ccccc1)c1ccccc1)N1CCOCC1 (stereo unspecified)	112	108	93	108	105	102	89	90
Clc1ccc(CSc2ncc(Br)c(N3CC3)n2)cc1	87	93	50	126	101	86	80	98
CCCC(C)(COC(N)=O)COC(=O)NC1CC1 (stereo unspecified)	105	85	98	108	99	101	99	100
Clc1ccc(CO/N=C(\Cn2ccnc2)c2ccc(Cl)cc2Cl)c(Cl)c1	-60*	9.9*	1.2*	21	-60*	6.3*	-6.0*	16
CC(=O)Nc1ccc(S(=O)(=O)F)cc1	116	103	97	100	108	100	110	98
Cc1c(N)nc([C@H](CC(N)=O)NC[C@H](N)C(N)=O)nc1C(=O)N[C@H](C(=O)N[C@H](C)[C@@H](O)[C@H](C)C(=O)N[C@H](C(=O)NCCc1nc(-c2nc(C(=O)NCCC[S+](C)C)cs2)cs1)[C@@H](C)O)C(OC1OC(CO)C(O)C(O)C1OC1OC(CO)C(O)C(OC(N)=O)C1O)c1cnc[nH]1 (stereo partly specified)	20[2.5 µM]	·	26[2.5 µM]	104[2.5 µM]	84[2.5 µM]	-6.0*[2.5 µM]	84[2.5 µM]	59[2.5 µM]
O=C(O)C(O)(c1ccc(Cl)cc1)C1(O)CCCC1 (stereo unspecified)	106	104	101	108	103	101	112	108
O=P(Oc1cccc2ccccc12)(N1CC1)N1CC1	109	100	·	113	105	94	114	101
Cc1ccc(S(=O)(=O)C(Cl)(Cl)Cl)cc1	102	96	88	105	110	105	103	97
Nc1ccc2c(c1N)Oc1ccccc1O2	19	91	75	105	76	90	92	112
Cc1nn(Cc2ccccc2)c(C)c1C1(O)CC(CSC#N)OC1=O (stereo unspecified)	142	112	87	119	118	105	125	122
CNC(=O)OCCOC(=O)c1ccc(OC(=O)NC)cc1	110	102	120	·	102	105	105	100
CCC(C)/C=C(C)/C=C/C(=O)c1c(O)c(-c2ccc(O)cc2)c[nH]c1=O (stereo unspecified)	52	51	-16*	·	41	50	48	·
CC12CCC3C(CCC4=CC(=O)CCC43C)C1C/C(=C\c1ccc(N(CCCl)CCCl)cc1)C2=O (stereo unspecified)	110	99	76	106	98	106	102	114
CN(C)c1ccc(/C=C/[N+](=O)[O-])cc1	109	102	94	99	106	107	·	93
O=C(OCCCc1ccccc1)C(Cl)(Cl)Cl	121	98	98	93	115	108	91	105

The listing continues:
compound	RXF 393	OVCAR-8	CAKI-1	OVCAR-4	OVCAR-3	ACHN	A498	OVCAR-5
CN1CCC2(CC1)c1ccccc1-c1ccccc12	90	96	71	98	104	101	·	106
c1ccc(CC(c2ccccc2)N2CCCCC2)cc1 (stereo unspecified)	120	106	99	100	118	108	107	107
CC[C@H](C)[C@H](NC(=O)c1ccccn1)C(=O)N(C)[C@H](C[C@@H](OC(C)=O)c1nc(C(=O)NC23C4C5C2C2C3C4C52C(=O)OC)cs1)C(C)C (stereo partly specified)	98	90	87	99	45	91	96	97
CCCCCN(CCCCC)CC(O)c1ccc(Cl)c(C)c1Cl (stereo unspecified)	98	101	98	102	115	102	105	104
COc1cccc(C=C(C#N)C#N)c1	112	109	102	113	108	118	105	109
ClC1=C(Cl)[C@]2(Cl)[C@@H]3[C@@H]([C@H]4C=C[C@@H]3C4)[C@@]1(Cl)C2(Cl)Cl	95	102	115	101	123	119	93	100
CNC(=O)Oc1ccc(C(=O)OC)cc1	105	98	94	101	109	106	97	105
NCCc1ccccn1	107&108	107&102	96&95	114	110&97	101&95	91	102&90
NC1CCOC1=O (stereo unspecified)	115	98	85	104	106	108	112	106
C[C@H]1[C@H](OC(=O)CCC(=O)N(CCCc2cn(-c3ccc([N+](=O)[O-])cc3)nn2)CCNc2ccnc3cc(Cl)ccc23)O[C@@H]2OC3(C)CC[C@H]4[C@H](C)CC[C@@H]1[C@@]24OO3	26	24	37	42	41	37	116	54
CC(=O)Nc1ccc(C=C2C(=O)NC(=S)NC2=O)cc1	103	117	93	100	112	108	97	106
Oc1cc(Cl)ccc1Oc1ccc(Cl)cc1Cl	-10.0*	11	90	30	6.7*	7.4*	103	86
CC[C@H](NC(=O)[C@H]1CCCCN1C)C(=O)N(C)[C@H](C[C@@H](OC(C)=O)c1nc(C(=O)N[C@@H](Cc2ccccc2)C[C@H](C)C(=O)O)cs1)C(C)C	43	9.2*	·	43	-6.6*	34	-8.2*	37
CCNP(=O)(OCC)OCC	117	100	98	110	124	103	105	95
CC1(C)CC2(CC(C)(C)c3cc(O)c(O)cc32)c2cc(O)c(O)cc21	86	97	92	82	89	96	99	93
Oc1cccc(N2CC2)c1	101	95	103	119	111	107	94	108
Cn1c(=O)c2c(nc(NCCCl)n2CC(=O)Nc2ccccc2)n(C)c1=O	102	98	98	115	101	106	137	102
O/N=C(Cl)/C(Cl)=N/O	95	106&103	90&101	101&119	112&103	97&106	95&91	101&102
COCCNC(=O)c1c(N)n(Cc2ccco2)c2nc3ccccc3nc12	79	94	98	110	94	92	66	97
CCCN1C(=O)NC(=O)C(CC)(N2C(=O)c3c(F)c(F)c(F)c(F)c3C2=O)C1=O (stereo unspecified)	-95*	-57*	-90*	-43*	-96*	-79*	-85*	-88*

The results go on:
compound	RXF 393	OVCAR-8	CAKI-1	OVCAR-4	OVCAR-3	ACHN	A498	OVCAR-5
N[C@H]1C[C@@H](C(=O)O)CC1=C(F)F	108	101	·	109	111	·	97	109
OCC(O)Cc1ccc2c(c1)OCO2 (stereo unspecified)	110	110	·	109	109	·	105	112
CC(Cc1ccccc1)N(C)CC1C(=O)C2CCC1C2 (stereo unspecified)	112	103	114	99	116	116	113	113
O=C(O)c1cc(CBr)ccc1O	119	116	93	118	109	101	·	110
CC(=O)O[C@H]1CCC2(C)C(=CCC3C2CCC2(C)/C(=N/OC(=O)c4ccc(N(CCCl)CCCl)cc4)CCC32)C1 (stereo partly specified)	44	56	50	·	54	46	57	82
C[C@H](N)[C@H](O)c1ccc(O)c(O)c1	133	98	92	112	122	94	107	97
COc1ccc(/C=C\c2cc(OC)c(OC)c(OC)c2)c(NS(=O)(=O)c2ccc(C)cc2)c1O	33	25	20	32	-31*	24	·	39
CC(=O)O[C@H](C[C@H](C(C)C)N(C)C(=O)[C@@H](NC(=O)[C@H]1CCCCN1C)C(C)C)c1nc(C(=O)NC2CCC(C(=O)O)CC2)cs1 (stereo partly specified)	44	60	·	72	2.2*	87	36	86
Nc1c(C(=O)c2ccccc2)sc2nc3c(cc12)N1CCC3CC1	95	90	92	113	100	88	70	95
COC1=CC(=O)OC(CCc2ccc3c(c2)OCO3)C1 (stereo unspecified)	70	96	120	106	122	107	101	101
CCCCN1CCc2ccccc2C1	106	103	99	90	94	102	104	91
CC(C)(C)N1Oc2ccncc2C1c1ccccc1 (stereo unspecified)	110	123	99	113	118	105	103	99
O=c1c2ccccc2[nH]c(=S)n1-c1cccc(C(F)(F)F)c1	105	96	90	98	104	106	54	105
CC(C)(C)[C@H](NC(=O)c1cn(Cc2ccccc2)c2ccccc12)C(N)=O	117	102	·	103	107	108	107	110
CNC(=O)Oc1coc(CCl)cc1=O	103	97	69	100	119	102	96	102
C[C@@H]1C[C@@]2(C)[C@@H](CC[C@@H]3[C@@H]2CC[C@]2(C)C(=O)CC[C@@H]32)CC1=O	50	63	-31*	103	112	103	72	94
COc1ccc(CCC(C)N)cc1 (stereo unspecified)	108	108	102	123	99	102	107	91
O=C1Nc2ccccc2Oc2ccc(S(=O)(=O)CC3CS3)cc21 (stereo unspecified)	101	97	99	104	·	96	99	100
COc1ccc(/C=C(/C(=O)N2CCCC2)c2cc(OC)c(OC)c(OC)c2)cc1N	11	42	·	46	0.5*	45	-0.9*	55
O=C(CCN1CC=C(c2ccccc2)CC1)NCc1ccccc1	125	99	91	86	111	107	75	119

Next section
compound	RXF 393	OVCAR-8	CAKI-1	OVCAR-4	OVCAR-3	ACHN	A498	OVCAR-5
NC1(c2cn(-c3cccc(Cl)c3)nn2)CCCCC1	101	101	83	90	98	99	66	91
O=C(c1ccccc1O)c1[nH]c(Cl)c(Cl)c1-n1c(C(=O)c2ccccc2O)cc(Cl)c1Cl	-19*	8.3*	-11*	15	·	-9.8*	-33*	18
O=C1NC(=O)C(=Cc2cccn2CCCCCn2c3ccccc3c(=O)c3ccccc32)C(=O)N1	110	102	103	100	105	105	104	101
Nc1nc(N)c2c3c([se]c2n1)CCCCC3	97	99	92	101	106	·	91	·
Nc1ncnc2n[nH]nc12	76	58	40	58	75	47	51	59
C/C=C/CC(C)C(O)[C@H](NC(=O)[C@@H]1CCCN1C(=O)C(C)(C)NC(=O)CCCCCCCCC)C(=O)N[C@@](C)(CC)C(=O)N[C@@H](CCC(N)=O)C(=O)N[C@H](CCC(N)=O)C(=O)NC(C)(C)C(=O)NC(C)(C)C(=O)N[C@@H](CCC(N)=O)C(=O)N[C@H](CC(C)C)C(=O)N[C@H](CO)CC(C)C (stereo partly specified)	-62*!	5.7*!	44&13	88&81	76	68&40	-41*!	2.0*!
O=C1NCC(Br)C(=O)N1 (stereo unspecified)	122	114	59	95	98	100	80	95
COc1cc2c(cc1OCCCn1c(-c3ccccn3)nc3ccccc31)N=C[C@@H]1CCCN1C2=O	-12*	26	-6.5*	16	2.9*	-65*	-72*	2.6*
CC12CCC(O)CC1CCC1C2CCC2(C)C(C(=O)CO)CCC12 (stereo unspecified)	94	99	84	98	105	101	68	95
Cn1cnnc1[S-].[Au+].c1ccc([PH+](c2ccccc2)c2ccccc2)cc1	-79*	20	24	39	-81*	-42*	65	92
Nc1cc(Cl)ccc1Cl	·	115	75	101	104	110	107	105
Cc1cc2c(cc1O)C(C)(C)CCC2(C)C	120	102	96	101	111	96	98	97
CN(C)c1n[nH]c(N)n1	·	105	98	107	108	112	96	121
CC(=O)O[C@H]1CC[C@H]2[C@@H]3CC=C4c5nc(Cc6ccccc6)sc5CC[C@]4(C)[C@H]3CC[C@]12C	99	90	76	90	97	100	87	92
COC(=O)[C@H](Cc1c[nH]c2ccccc12)NC(=O)[C@@H](OC)[C@@H]1Cc2cc3cc(OC4CC(OC5CC(O)C(O)C(C)O5)C(O)C(C)O4)c(C)c(O)c3c(O)c2C(=O)[C@H]1OC1CC(OC2CC(OC3CC(C)(O)C(O)C(C)O3)C(O)C(C)O2)C(O)C(C)O1 (stereo partly specified)	-86*	11	20	0.3*	4.8*	0.6*	-53*	15
COc1cc(OC)cc(C2(C#N)CCN(C)CC2)c1	99	99	97	101	103	99	105	104
O=S(=O)(F)c1ccc(O)cc1	·	·	83	108	109	105	129	109
COc1cc(C2CC(=O)Nc3nc(N)[se]c32)c(OC)c2c1OCO2 (stereo unspecified)	·	104	90	96	114	99	102	108
O=C(N1CCCCCC1)N1CC1	116	98	107	·	108	113	123	121
CC(Br)c1ccccc1 (stereo unspecified)	93	108	95	98	109	112	103	101

Copied from the entries so far for reference:
compound	RXF 393	OVCAR-8	CAKI-1	OVCAR-4	OVCAR-3	ACHN	A498	OVCAR-5
NC1(c2cn(-c3cccc(Cl)c3)nn2)CCCCC1	101	101	83	90	98	99	66	91
O=C(c1ccccc1O)c1[nH]c(Cl)c(Cl)c1-n1c(C(=O)c2ccccc2O)cc(Cl)c1Cl	-19*	8.3*	-11*	15	·	-9.8*	-33*	18

More structures:
compound	RXF 393	OVCAR-8	CAKI-1	OVCAR-4	OVCAR-3	ACHN	A498	OVCAR-5
CC12Cc3cnoc3C=C1CCC1C2CCC2(C)C1CCC2(C)O (stereo unspecified)	89	96	79	61	83	87	93	87
O=C(CC1(O)C(=O)N(Cc2ccccc2)c2ccccc21)c1ccc(C(=O)NCC2CCC3(CC2)OOC2(CCCCC2)OO3)cc1 (stereo unspecified)	-81*	-15*	-90*	-37*	-82*	-88*	-89*	21
C[C@@H]1C[C@@]2(C)C(=CC1=O)CC[C@H]1[C@@H]3CC[C@](C)(O)[C@@]3(C)C[C@@H]3O[C@@]312	111	101	109	99	98	99	·	102
c1c2c(cc3c1OCO3)CNCC2	115	96	87	104	99	112	114	116
CCN1C(=O)C(=C/C=C/c2ccccc2)C(=O)N(CC)C1=O	109	54	88	111	43	70	94	107
NC1CCc2cc(O)c(O)cc2C1 (stereo unspecified)	82	101	94	99	101	97	72	91
Cn1c(O)c(/C=C2\C=c3ccccc3=NC2=O)c(=O)n(C)c1=O	112	96	91	100	109	94	104	97
C[C@]12CCCC[C@@H]1CC[C@@H]1[C@@H]2CC[C@]2(C)[C@@H](O)CC[C@@H]12	98	109	·	108	119	114	102	90
Cc1ccc(-c2nc3c(s2)CC[C@@]2(C)C3=CC[C@H]3[C@@H]4CC[C@H](O)[C@@]4(C)CC[C@@H]32)cc1	85	102	90	108	98	98	107	98

An excerpt; rates above refer to the full screens.
